# Assay outcomes as filed in PubChem.
# Efa HMGR inh = inhibitors of class II HMG-CoA reductase from Enterococcus faecalis. purified E. faecalis HMGR, NADPH absorbance 340 nm kinetic. inhibition, % at 10 µM. actives 0.41% (n = 190,000). AID 1066;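 active = inhibition above a set limit, the median over all tested compounds plus 3 SD, cut at about 9.5% in these data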;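 also: enzyme runs in reverse so mevalonate oxidation gives rising NADPH absorbance; 0% = complete reaction with DMSO and 100% = background rate lacking mevalonate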
# Hsp70 act = transcriptional activators of Hsp70; actives 0.04% (n = 200,000); activation, % at 10 µM; AID 1203; HeLa Hsp70 promoter luciferase reporter, luminescence; scaled: vehicle 0, proteasome-inhibitor control 100%;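 active = activation above the mean across all tested compounds plus 3 SD, cutoff set per campaign, cut at about 5.5% in these data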;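 also: 100% = MG132 at 30 µM as the positive control and 0% = DMSO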
# DTT redox prof = compounds producing H2O2 with reducing agent – biochemical, NIH compound library profiling, artefact control for MLSCN library redox annotation, primary screen. DTT-dependent redox cycling H2O2, phenol red/HRP absorbance; 100% = 100 µM peroxide control, 0% = buffer. activation, % at 10 µM. actives 0.03% (n = 200,000). AID 878;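 active = activation of at least 50% relative to the plate's high and low controls in the primary single-dose screen; inactive = activation below 50%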;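 also: compound incubated with DTT at 0.8 mM final as the reducing agent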
# NF-kB neuron act = compounds increasing NF-kB expression in human neuronal cells. fold change at 12.5 µM. actives 1.6% (n = 190,000). AID 1239. NF-kB reporter expression; active compounds read high; in the data active = fold change above about 3.3
# APP 5UTR inh = APP translation inhibition; actives 0.82% (n = 190,000); AID 1285; inhibition, % at 2 µM; SH-SY5Y APP 5'UTR-luciferase reporter, luminescence;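 active = inhibition above a set limit, derived from the sample mean plus 3 SD, cut at about 45% in these data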; also: values of inactives mirror those of a sister screen read the other way
# G6PDH counter = L. mesenteroides G6PDH inhibition counter-screen | actives 0.12% (n = 200,000) | inhibition, % at 5 µM | Purified L. mesenteroides G6PDH, diaphorase/resazurin coupled fluorescence, 45 min | AID 1020; in the data active = inhibition above about 50%
# STAT1 act = increases IFN-gamma driven STAT1 reporter signal. activation (% of control), % at 5.5 µM. NIH 3T3 STAT1-luciferase reporter, luminescence; 100% = IFN-gamma alone, no compound. actives 2.6% (n = 200,000);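 active = activation above the screen-wide mean activation plus 3 SD, cut at about 130% in these data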;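 also: raw ratio to IFN-gamma control signal so 100% means no change and 0% no light; values of inactives mirror those of a sister screen read the other way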
# APP 5'UTR act = APP 5'UTR luciferase reporter activation. activation, % at 2 µM. SH-SY5Y APP 5'UTR luciferase reporter, luminescence; zero percent = DMSO vehicle wells. actives 1% (n = 190,000);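 active = activation above a set limit, based on mean plus 3 SD of controls, cut at about 140% in these data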; also: values of inactives mirror those of a sister screen read the other way
# FLuc stim CS = firefly luciferase counter-screen for stimulation assays; P08659; ATPlite luciferase biochemical, luminescence, 10 min; 0 = ATP-free wells, 1 = DMSO control; activation factor at 10 µM; 200,000 tested, under 10 active;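 active = luciferase activation factor, scaled between plate controls, of at least 2 with compound at 10 µM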
# Target sequence (P08659 whole entry, looked up): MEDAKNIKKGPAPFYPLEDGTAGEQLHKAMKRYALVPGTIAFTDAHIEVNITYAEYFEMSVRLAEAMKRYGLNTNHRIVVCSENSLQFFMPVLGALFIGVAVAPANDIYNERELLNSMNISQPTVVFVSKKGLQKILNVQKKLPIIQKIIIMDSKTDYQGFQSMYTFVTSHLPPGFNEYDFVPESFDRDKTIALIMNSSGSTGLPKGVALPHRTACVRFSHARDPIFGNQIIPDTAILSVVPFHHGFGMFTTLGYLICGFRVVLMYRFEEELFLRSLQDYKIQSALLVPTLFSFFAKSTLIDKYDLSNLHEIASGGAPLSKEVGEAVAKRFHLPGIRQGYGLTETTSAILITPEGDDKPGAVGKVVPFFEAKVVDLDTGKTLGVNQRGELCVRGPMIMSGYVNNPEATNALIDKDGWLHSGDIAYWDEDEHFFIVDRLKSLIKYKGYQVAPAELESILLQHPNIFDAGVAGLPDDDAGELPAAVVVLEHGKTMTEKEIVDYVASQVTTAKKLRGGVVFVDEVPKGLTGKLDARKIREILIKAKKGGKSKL
#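 Material: luciferase plus luciferin reagent, cell-free. Medium: PBS buffer for ATP. Also added: ATP substrate, dispensed from a 10.24 µM working solution in PBS. Doses: test compounds dosed from 2 mM stocks in 100% DMSO. Incubation: 10 min post-reagent at room temperature. Technique: light output (luminescence). Read-out basis: luminescence gain marking luciferase activators.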
# FLuc inh counter = Photinus pyralis luciferase inhibition counter-screen | inhibition, % at 10 µM | ATPLite firefly luciferase biochemical luminescence, 10 min | actives 1.5% (n = 200,000) | AID 1006;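 active = inhibition above about 50% when tested at 10 µM, limit read from the data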
# Starred values were filed as active, the others as inactive; · = no result given.
SMILES,Efa HMGR inh,Hsp70 act,DTT redox prof,NF-kB neuron act,APP 5UTR inh,G6PDH counter,STAT1 act,APP 5'UTR act,FLuc stim CS,FLuc inh counter
Cc1ccc(CNC(=O)[C@H](C)[C@H]2C[C@]2(C)[C@H](NC(=O)OCc2ccccc2)c2ccccc2)o1,-2,-0.3,0.7,0.74,7,22,105,-7,1,4
CN1CCN(C(=O)CSc2ccc(C(F)(F)F)cc2[N+](=O)[O-])CC1,-1,-0.4,0.0,1.2,-26,3,97,26,1,1
Cc1oc(/N=C/c2ccc(Cl)cc2)c(C#N)c1C,-5,-0.2,1.6,1.2,-1,-3,109,1,1,-5
CCN1CCN(C(=O)NC2CC(=O)N(c3ccc(OC)cc3)C2)CC1 (stereo unspecified),-1,0.8,-0.1,1.2,-13,4,95,13,1.1,-6
COc1ccc(CN2CCNC(=O)C2CC(=O)N2CCCCO2)c(OC)c1 (stereo unspecified),-1,0.0,0.2,1,-12,4,101,12,1,-2
COc1cccc(-c2cc(C(=O)NCc3ccc(Cl)cc3)no2)c1,-8,-0.4,-0.2,1.3,25,-24,103,-25,1.1,-6
O=C(Nc1nc2ccccc2s1)C1CC(=O)N(c2ccc(F)cc2)C1 (stereo unspecified),-4,-0.4,0.0,1.1,8,0,103,-9,1.1,-10
Cn1cc(-c2nnnn2-c2cccc(C(F)(F)F)c2)c(C(F)(F)F)n1,-5,-0.4,-0.8,1,13,26,95,-13,1,-4
CN(C#N)c1nc(N2CCOCC2)nc(N2CCOCC2)n1,·,-0.4,-0.6,·,17,·,94,-17,·,·
O=C(OCC(=O)c1cccs1)c1ccccc1,3,0.0,-2.5,5.5*,-54,16,140*,54,0.5,50*
Cc1ccc2cc(C3CC(c4ccco4)=NN3S(=O)(=O)c3ccccc3)c(Cl)nc2c1 (stereo unspecified),-6,-0.2,0.3,0.85,-9,-10,96,9,1.1,-9
CC(=O)c1cnn(-c2ccccc2)c1C,2,-0.4,-0.2,0.96,3,2,101,-3,1,-1
CC(=O)NC1=NN(C(C)=O)C(C)(CS(=O)(=O)c2ccc(Cl)cc2)S1 (stereo unspecified),-2,-0.2,1.2,1.1,-1,10,101,1,1,-3
CCc1c(C#N)c(SCCC(=O)Nc2ccc(OC)cc2)nc2c1C(=O)CC(C)(C)C2,-2,-0.6,0.2,0.58,-15,2,97,15,1.1,-7
COc1ccc(C(=O)NCc2nnc(SCC(=O)Nc3nnc(C)s3)o2)cc1OC,-3,-0.4,-0.8,0.93,-4,-5,105,4,0.9,6
O=C(NC1CCS(=O)(=O)C1)c1cccc(S(=O)(=O)N2CCCC2)c1 (stereo unspecified),-1,-0.3,0.1,1.3,-6,1,100,6,1.1,-6
CSc1nc2ccccc2n1CC(=O)Nc1c(C)n(C)n(-c2ccccc2)c1=O,-3,-0.4,1.5,0.87,-2,0,106,2,1,-1
COC(=O)NNC(=O)Cc1cccc2ccccc12,-4,-0.1,0.1,1.1,-3,2,103,3,1.1,-8
CCS(=O)(=O)N1CCC(NC(=O)C2CCCCC2)CC1,-4,-0.2,1.4,1,-2,7,106,1,1,-5
CCCC(CCC)n1[nH]c(=O)c2c(C)cc(C)nc21,2,0.1,0.6,0.99,1,6,100,-1,1,0
COc1ccc(N(CC(=O)NC2CCCCC2)C(=O)CNC(=O)c2ccco2)c(OC)c1,-4,-0.1,0.2,1.4,-25,8,102,25,1,-4
CCOC(=O)N1CCC(N2Cc3cccc(C(=O)Nc4ccc(OC)c(OC)c4)c3C2=O)CC1,3,-0.3,-1.4,0.29,-2,-1,101,2,0.9,9
O=C(CSc1nc2cc(S(=O)(=O)N3CCOCC3)ccc2o1)NC1CCCc2ccccc21 (stereo unspecified),1,-0.1,0.8,0.79,-9,20,95,9,1,-4
NS(=O)(=O)c1ccc(CCNC(=O)CSc2nc3ccsc3c(=O)n2C2CC2)cc1,0,-0.3,0.5,1,-5,-5,101,5,1,2
CCc1ccccc1Nc1nc(N)nc(CSc2nnc3ccccn23)n1,6,-0.2,-1.6,1.3,-8,7,104,8,1,0

# Some of the entries so far, with tabs.
SMILES	Efa HMGR inh	Hsp70 act	DTT redox prof	NF-kB neuron act	APP 5UTR inh	G6PDH counter	STAT1 act	APP 5'UTR act	FLuc stim CS	FLuc inh counter
Cc1oc(/N=C/c2ccc(Cl)cc2)c(C#N)c1C	-5	-0.2	1.6	1.2	-1	-3	109	1	1	-5
CCN1CCN(C(=O)NC2CC(=O)N(c3ccc(OC)cc3)C2)CC1 (stereo unspecified)	-1	0.8	-0.1	1.2	-13	4	95	13	1.1	-6
COc1ccc(CN2CCNC(=O)C2CC(=O)N2CCCCO2)c(OC)c1 (stereo unspecified)	-1	0.0	0.2	1	-12	4	101	12	1	-2
COc1cccc(-c2cc(C(=O)NCc3ccc(Cl)cc3)no2)c1	-8	-0.4	-0.2	1.3	25	-24	103	-25	1.1	-6

# (list continues)
SMILES,Efa HMGR inh,Hsp70 act,DTT redox prof,NF-kB neuron act,APP 5UTR inh,G6PDH counter,STAT1 act,APP 5'UTR act,FLuc stim CS,FLuc inh counter
COc1ccc(C(=O)N/C(=C\c2ccccc2)C(=O)NC(CCSC)C(=O)O)cc1 (stereo unspecified),-3,-0.2,2.4,1.2,-1,6,100,1,1,-3
CC1CN=C(N(C(=O)Nc2ccccc2)C(C)C)S1 (stereo unspecified),-1,-0.1,3.0,1.2,-5,1,93,5,1,-3
Cc1cc(C)cc(NC(=O)CSc2ncc(S(=O)(=O)c3ccccc3)c(=O)[nH]2)c1,-6,-0.3,0.5,0.95,-27,5,110,27,1,-4
COc1ccc(OCCCN2CCCC(C)C2)cc1 (stereo unspecified),-3,-0.3,2.5,1.3,2,-21,98,-2,1.1,-12
CC(C)N1CCC(NC(=O)Nc2ccc3c(c2)OCO3)CC1,-2,-0.3,-0.3,1.3,7,11,110,-7,1,5
O=C(CSc1nccn1-c1ccccc1)c1ccc(Br)cc1,-2,0.0,-4.1,1.5,9,4,97,-9,1,0
CC(C)(C)c1ccccc1NC(=O)c1ccco1,0,0.2,1.7,1.1,2,1,106,-2,1,-4
CCn1cc(/C=C/C(=O)Nc2ccn(Cc3c(F)c(F)c(F)c(F)c3F)n2)cn1,-5,-0.4,-0.5,1.1,-12,3,96,12,1.1,-7
CC(=O)Nc1ccc(NC(=O)CN(c2ccc(C(C)C)cc2)S(=O)(=O)c2ccccc2)cc1,-1,-0.1,-0.4,0.95,-14,11,95,14,1,0
COc1ccc(NC(=O)c2cc3ccccn3n2)cc1,-8,-0.3,-1.8,6*,-149,-1,120,149*,0.2,80*
OCc1nn2c(c1Br)NC(c1ccccc1)CC2C(F)(F)F (stereo unspecified),0,-0.2,0.7,1.1,-18,3,102,17,1,-4
COc1ccc(Nc2nnc(SCc3cc(=O)n4ccsc4n3)s2)cc1,-1,-0.1,-8.4,0.35,-10,8,98,10,1.1,-8
N#CC1=C(N)NC(SCC(=O)c2ccc(Cl)cc2)=C(C#N)C12CCCC2,-3,-0.2,0.8,0.73,-2,5,92,2,1,2
O=C(OCCN1CCCC1)C1(c2ccccc2)CCCC1,-5,-0.4,-2.2,1,13,2,96,-13,1.1,-6
COC(=O)Nc1ccc(OCc2ccccc2)cc1,-7,0.2,0.1,2.1,-75,17,126,75,0.9,9
CCOc1ccc(S(=O)(=O)NCc2ccco2)c2ccccc12,1,-0.1,0.0,0.75,-9,14,98,9,1,-3
CCCCn1c(SCC(=O)N2CCCc3ccccc32)nc2c1c(=O)n(C)c(=O)n2C,-1,-0.4,0.1,0.42,-3,4,93,3,1.1,-9
NC(=O)C1CCN(C(=O)c2ccc(Oc3ccccc3)cc2)CC1,-5,-0.3,-9.6,1.1,2,-2,101,-2,1,-3
COc1ccc(Br)c(C(=O)Nn2c(C)nc3ccccc3c2=O)c1,0,0.0,0.1,0.94,-1,0,100,1,1.1,-5
Cc1ccc(S(=O)(=O)NCc2ccc(C(=O)N3CCCC3)cc2)cc1,3,-0.1,0.7,1,5,3,99,-5,1,1

# Profiles, looked up by structure.
# Cc1cc(C)cc(NC(=O)CSc2ncc(S(=O)(=O)c3ccccc3)c(=O)[nH]2)c1 as listed: Efa HMGR inh: -6; Hsp70 act: -0.3; DTT redox prof: 0.5; NF-kB neuron act: 0.95; APP 5UTR inh: -27; G6PDH counter: 5; STAT1 act: 110; APP 5'UTR act: 27; FLuc stim CS: 1; FLuc inh counter: -4
# COc1ccc(C(=O)N/C(=C\c2ccccc2)C(=O)NC(CCSC)C(=O)O)cc1 (stereo unspecified) as listed: Efa HMGR inh: -3; Hsp70 act: -0.2; DTT redox prof: 2.4; NF-kB neuron act: 1.2; APP 5UTR inh: -1; G6PDH counter: 6; STAT1 act: 100; APP 5'UTR act: 1; FLuc stim CS: 1; FLuc inh counter: -3

# Rows are unselected. Share with any hit: about 5.3%.
